TSG101-PTAP inh: inhibitors of HIV-1 PTAP binding to human TSG101, validation; Fluorescence polarization, FITC-PTAP peptide/Tsg101, 20 min; Potency, µM (top dose mostly 115 µM), inactives show at the top dose activity change, negative = inhibition, actives largely listed as inhibitors; 44,000 tested, under 10 active; note: potency is the fitted concentration of half-maximal effect; 0% is about no effect
Target sequence (Q99816 whole entry, looked up): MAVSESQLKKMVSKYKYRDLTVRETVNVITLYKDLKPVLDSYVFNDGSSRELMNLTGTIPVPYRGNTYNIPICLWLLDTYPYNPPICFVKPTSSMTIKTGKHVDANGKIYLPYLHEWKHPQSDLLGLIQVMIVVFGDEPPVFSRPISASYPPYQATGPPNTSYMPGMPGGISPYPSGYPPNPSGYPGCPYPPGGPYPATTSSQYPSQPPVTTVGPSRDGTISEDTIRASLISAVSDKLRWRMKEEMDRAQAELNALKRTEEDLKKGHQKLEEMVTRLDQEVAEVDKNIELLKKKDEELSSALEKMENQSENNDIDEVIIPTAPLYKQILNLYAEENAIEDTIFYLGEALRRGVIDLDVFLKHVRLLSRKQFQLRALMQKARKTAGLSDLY
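Steps: Tsg101 binding domain (10 uM final) in HEPES pH 7.5/NaCl/Tween 20/EDTA/TCEP; add compound; add FITC-PTAP peptide (50 nM final); incubate 20 min r.t.; read polarization.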
GALK inhibitor: GALK (human) enzyme inhibition; recombinant GALK, Kinase-Glo ATP luminescence, 1 h; Potency, µM (doses to about 57.5 µM), inactives show at the top dose activity, negative = inhibition, hits mostly inhibitors; P51570; 44,000 tested, under 10 active; AID 1347072;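 note: plate controls were full GALK reaction for no effect and reaction lacking GALK for full effect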
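Reactions with and without enzyme served as controls. GALK at 5 nM phosphorylates 100 uM galactose using 35 uM ATP (HEPES pH 8.0, Mg2+) for 1 h at RT, with luminescence read 10 min after adding Kinase-Glo Plus.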
FH mod: Identification of activators of human fumarate hydratase by quantitative high-throughput screening | Potency, µM (top dose mostly 79.9 µM), without a hit: top-dose activity change, negative = inhibition, usual class: inhibitors | 0.22% of 54,000 active | AID 1347055, 2019 | Fumarate hydratase, mitochondrial (Homo sapiens), P07954 | FH coupled MDH/diaphorase resazurin fluorescence, 15 min; note: potency is the fitted concentration of half-maximal effect; % is set by controls: 0 for no effect and ±100 for the full control effect; the screen sought activators but most active calls are inhibition curves; nearly all actives have a fitted effect of over 45% in size
Target sequence (P07954 whole entry, looked up): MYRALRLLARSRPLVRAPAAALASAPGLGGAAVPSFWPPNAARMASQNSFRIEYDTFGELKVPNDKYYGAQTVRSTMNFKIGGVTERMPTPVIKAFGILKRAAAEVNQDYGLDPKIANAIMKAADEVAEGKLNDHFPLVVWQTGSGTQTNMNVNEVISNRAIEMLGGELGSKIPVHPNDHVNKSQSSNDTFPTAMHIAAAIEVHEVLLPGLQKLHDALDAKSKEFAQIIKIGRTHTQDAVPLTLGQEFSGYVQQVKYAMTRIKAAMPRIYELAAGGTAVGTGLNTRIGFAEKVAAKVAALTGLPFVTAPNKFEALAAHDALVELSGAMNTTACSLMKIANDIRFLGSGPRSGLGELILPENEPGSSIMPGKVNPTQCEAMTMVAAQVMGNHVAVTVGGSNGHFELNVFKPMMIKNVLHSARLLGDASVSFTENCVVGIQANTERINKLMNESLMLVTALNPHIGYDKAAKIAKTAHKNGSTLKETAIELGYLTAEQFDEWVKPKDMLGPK
B2AR arrestin ag: ADRB2 beta-arrestin recruitment; HTLA Tango cells, beta-arrestin recruitment, luciferase luminescence, 18 h; 44,000 tested, under 10 active; P07550; Potency, µM (series often up to 46.1 µM), for inactives: at the highest dose activation, usual class: activators;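 note: potency is the fitted concentration of half-maximal effect; 0% = DMSO and full agonism = EC100 isoproterenol or metaproterenol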
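Tango cells expressing recombinant beta2-AR and beta-arrestin were treated with compounds (up to 46 microM titration) in DMEM with 1% FBS for 18 hr at 37 degrees C. Beta-arrestin recruitment drove tTA-dependent luciferase, read by luminescence; curves were fitted and classed.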
NTMT1 inhibitor: NTMT1 methyltransferase inhibition. 2.5% of 59,000 active. NTMT1 MTase-Glo SAH luminescence, purified enzyme. AID 1645870. Q9BV86. Potency, µM (series often up to 114 µM), without a hit: top-dose activity change, negative = inhibition, most hits filed as inhibitors;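 note: potency is the fitted concentration of half-maximal effect; plate controls were DMSO vehicle for no effect and no enzyme for full effect; nearly all actives have a fitted effect of over 65% in size; many of its hits are not listed in these tables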
p53null 39C tox: p53 null cell cytotoxicity, nonpermissive temperature; H1299 p53-null (neo) cells, 39C, ATPlite viability, 24 h; Potency, µM (doses to about 46.1 µM), for inactives: at the highest dose activity, negative = cell killing, most hits filed as cytotoxic; 0.97% of 55,000 active;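 note: potency is the fitted concentration of half-maximal effect; 0% = DMSO only and -100% = full killing by 100 µM tamoxifen; nearly all actives have a fitted effect of over 50% in size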
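Luminescent ATP signal reported cell survival after H1299 lines (neo, p53 null; or p53 A138V) received up to 46 uM compound and 24 hr incubation at 39C.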
p53null 32C tox: kills p53 null cells at the permissive temperature; H1299-neo p53 null cells, ATP luminescence, 24 h, 32C; AID 903; Potency, µM (doses to about 46.1 µM), for inactives: top-dose activity change, negative = cytotoxicity, hits mostly cytotoxic; 0.62% of 55,000 active;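 note: potency is the fitted concentration of half-maximal effect; 0% = DMSO only and -100% = full killing by 100 µM tamoxifen; nearly all actives have a fitted effect of over 55% in size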
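Cells lacking p53 (H1299-neo) are plated at 600 per well and allowed to settle overnight at 37C. Test compounds (up to 46 uM) are added and held 24 hours at 32C, then ATP is quantified by luminescence.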
* marks the source's active call; other numbers are inactive results; ? = inconclusive; . = not tested or not shown; [ ] = remark or other dose. Calls come from the whole dose curve; as a rule, active = well fitted curve in the direction sought with a large enough effect; inconclusive = small, poorly fitted or top-dose-only effect, or another doubt; inactive = no such curve, though single readings can be large; an effect the other way counts as inactive or inconclusive. The list is partial (hit frequency here may not be typical).

nr	SMILES	FH mod	p53null 32C tox	p53null 39C tox	B2AR arrestin ag
1	COc1ccc(N2CCN(C(CNC(=O)c3ccc(C)cc3)c3ccc4c(c3)OCO4)CC2)cc1 (configuration not stated)	-19%	7%	21%	0%
2	Cc1ccc(NC(=O)c2ccc(-c3cccc(Cl)c3C)o2)cc1	-23%	-3%	2%	0%
3	Cc1ccc(Cn2c(C(=O)O)c(CNC3CCCCC3)c3ccc(C)cc32)cc1	-9%	-3%	7%	0%
4	CCn1cc(C(=O)N(C)Cc2ccccc2)c(=O)c2cc(S(=O)(=O)N3CCc4ccccc4C3)ccc21	-12%	18%	-10%	0%
5	CCC(C)c1ccccc1OCC(=O)Nc1ccc(S(=O)(=O)Nc2cc(C)on2)cc1 (configuration not stated)	-15%	-6%	-21%	0%
6	Cc1c(C(=O)Nc2ccc(F)c(F)c2)oc2ccc(S(=O)(=O)N(C)C3CCCCC3)cc12	-20%	-4%	-4%	-1%
7	COc1ccc2c(c1)c1c(c(=O)n(-c3cccc(Cl)c3)c(=O)n1CC(=O)NCC1CCCO1)n2C (configuration not stated)	-3%	0%	35%[activator]	0%
8	COc1ccc(C(=O)NCC(c2cccs2)S(=O)(=O)c2ccc(C)cc2)cc1 (configuration not stated)	-24%	5%	-1%	-2%
9	CCOC(=O)c1ccc(NC(=O)C2Cc3ccccc3C(=O)O2)cc1 (configuration not stated)	6%	-8%	-17%	0%
10	COc1ccc(CCNC(=O)CCc2c(C)c3cc4c(C)coc4cc3oc2=O)cc1	.	-10%	24%	0%

nr	TSG101-PTAP inh	GALK inhibitor	NTMT1 inhibitor
1	-3%	-5%	-19%
2	0%	2%	-1%
3	-2%	0%	2%
4	-3%	-1%	-8%
5	0%	4%	2%
6	-6%	0%	?
7	-3%	-1%	-10%
8	-2%	-3%	-5%
9	0%	0%	0%
10	-6%	8%	.

(listing goes on)
nr	SMILES	FH mod	p53null 32C tox	p53null 39C tox	B2AR arrestin ag
11	COc1ccccc1C(=O)OCc1cc(=O)n2nc(C3CC3)sc2n1	1%	-12%	-2%	0%
12	Cc1nc2c(-c3ccc(F)cc3)c(C)nn2c(C)c1CCC(=O)NCc1cccc(Cl)c1	-5%	-2%	4%	-2%
13	Cc1cccc(NC(=O)c2c(C)cc(C)nc2SCC(=O)c2ccccc2)c1	?	-8%	?	-2%
14	Cc1cc(C)cc(NC(=O)C2CCN(c3nc4ccccc4nc3C(F)(F)F)CC2)c1	0%	2%	-16%	-1%
15	CCc1cc2c(cc3c(=O)n(CCCC(=O)NCc4cccc(Br)c4)ncn32)s1	-3%	-5%	-39%	1%
16	Cc1ccccc1NC(=O)c1c2c(nc3ccccc13)C(=O)N(C1CCCCC1)C2	-7%	7%	-17%	6%
17	COc1cc2c(=O)n(CCC(=O)NCC3CCCO3)c(=O)n(CC(=O)Nc3ccc(C)cc3)c2cc1OC (configuration not stated)	17%	6%	-19%	1%
18	CCc1cccc(C)c1NC(=O)c1cnn(-c2ccc(F)cc2)c1-n1cccc1	8%	15%	-17%	0%
19	Nc1ncc(S(=O)(=O)NCc2ccccc2)cn1	2%	-7%	17%	1%
20	COc1ccc(CCNC(=O)c2ccc3c(c2)ncn3-c2ccc(C(C)C)cc2)cc1OC	?	-10%	10%	-3%

nr	TSG101-PTAP inh	GALK inhibitor	NTMT1 inhibitor
11	-10%	0%	?
12	0%	9%	-2%
13	-4%	-9%	?
14	0%	0%	7%
15	0%	12%	-4%
16	0%	1%	-14%
17	-3%	-5%	14%
18	3%	3%	?
19	-10%	0%	-11%
20	-7%	3%	-1%

Going on with the list:
nr	SMILES	FH mod	p53null 32C tox	p53null 39C tox	B2AR arrestin ag
21	CCCN(CCC)C(=O)Cn1c(=O)n(CCCCCC(=O)NCc2ccccc2Cl)c(=O)c2sccc21	4%	-1%	-4%	1%
22	Cc1ccc2onc(CC(=O)N3CCN(c4cc(Cl)ccc4C)CC3)c2c1	-18%	5%	-3%	-1%
23	Fc1cccc(-n2ncc3c2ncn2nc(-c4ccccc4Cl)nc32)c1	1%	3%	-7%	1%
24	COc1ccc(C)cc1NC(=O)C(Cc1ccccc1)NS(=O)(=O)c1cccs1 (configuration not stated)	1%	1%	27%	-1%
25	Cc1noc(C)c1S(=O)(=O)N1CCC(C(=O)Nc2ccc(Br)cc2)CC1	1%	-4%	-5%	0%
26	CCOC(=O)c1c(S(=O)(=O)N2CCC(C(=O)Nc3ncccc3C)CC2)c(C)n(C)c1C	6%	-12%	8%	-2%
27	COc1ccc(-c2noc(N3CCC(C(=O)N4CCN(c5ccccc5OC)CC4)CC3)n2)cc1	-14%	3%	-11%	0%
28	Cn1nc(-c2ccc(C(=O)Nc3cccc(C(F)(F)F)c3)cc2)c2ccccc2c1=O	-3%	-15%	-19%	7%
29	COc1ccc(NC(=O)c2oc3ccccc3c2NC(=O)C2CCCCC2)c(OC)c1	-4%	-7%	-1%	-1%
30	CCOc1cccc2cc(-c3nc4sc5c(c4c(=O)[nH]3)CCC(C)C5)c(=O)oc12 (configuration not stated)	-4%	5%	-22%	0%

nr	TSG101-PTAP inh	GALK inhibitor	NTMT1 inhibitor
21	-1%	0%	1%
22	-3%	1%	6%
23	-1%	-10%	4%
24	-5%	0%	-3%
25	3%	-10%	10%
26	-2%	2%	4%
27	2%	5%	-4%
28	-4%	0%	13%
29	5%	-1%	-6%
30	1%	3%	1%

Next part.
nr	SMILES	FH mod	p53null 32C tox	p53null 39C tox	B2AR arrestin ag
31	CCOC(=O)CSC1=Nc2ccccc2C2=NC(CCC(=O)NCc3ccc(OC)cc3)C(=O)N12 (configuration not stated)	3%	6%	14%	-3%
32	Cc1ccc(S(=O)(=O)c2nc(-c3cccs3)oc2N2CCC(C)CC2)cc1	?	21%	4%	1%
33	COc1ccc(C(=O)Nc2nnc(S(=O)(=O)N3CCCc4ccccc43)s2)cc1	-3%	-2%	-7%	-1%
34	CCOc1ccc(NS(=O)(=O)c2c(C)nc3sc(C)c(C)n3c2=O)cc1	-6%	4%	-27%	-1%
35	Cc1ccc(CN(C(=O)c2ccc(C(C)(C)C)cc2)c2ccccn2)o1	-9%	-22%	-17%	-4%
36	COc1ccc2c(c1)CCc1c(C(=O)Nc3ccccc3C(F)(F)F)noc1-2	.	-11%	-18%	0%
37	Cc1ccc(C)c(N2CCN(CCCNC(=O)Nc3cc(Cl)ccc3C)CC2)c1	-20%	-2%	18%	-2%
38	CCN(CC)C(=O)c1sc2c(c1C)c(=O)n(Cc1ccccc1)c(=O)n2Cc1ccc(Cl)cc1	?	6%	22%	-3%
39	Cc1cccc(OC(C)C(=O)N2CCC(c3nc4ccccc4o3)CC2)c1C (configuration not stated)	-12%	-3%	-20%	-4%
40	CCOC(=O)c1cc(-c2ccccc2)n(-c2cccc(C(=O)Nc3cccc(C)c3)c2)c1C	-26%	4%	31%[activator]	0%

nr	TSG101-PTAP inh	GALK inhibitor	NTMT1 inhibitor
31	-8%	-1%	-2%
32	-3%	3%	15%
33	-7%	-1%	7%
34	-7%	0%	?
35	-1%	0%	-13%
36	1%	6%	.
37	1%	-1%	-4%
38	-2%	-7%	-6%
39	-3%	0%	?
40	3%	0%	0%

Reprinted at random: seven records from the list, in no set order.
nr	SMILES	FH mod	p53null 32C tox	p53null 39C tox	B2AR arrestin ag
37	Cc1ccc(C)c(N2CCN(CCCNC(=O)Nc3cc(Cl)ccc3C)CC2)c1	-20%	-2%	18%	-2%
34	CCOc1ccc(NS(=O)(=O)c2c(C)nc3sc(C)c(C)n3c2=O)cc1	-6%	4%	-27%	-1%
39	Cc1cccc(OC(C)C(=O)N2CCC(c3nc4ccccc4o3)CC2)c1C (configuration not stated)	-12%	-3%	-20%	-4%
32	Cc1ccc(S(=O)(=O)c2nc(-c3cccs3)oc2N2CCC(C)CC2)cc1	?	21%	4%	1%
33	COc1ccc(C(=O)Nc2nnc(S(=O)(=O)N3CCCc4ccccc43)s2)cc1	-3%	-2%	-7%	-1%
36	COc1ccc2c(c1)CCc1c(C(=O)Nc3ccccc3C(F)(F)F)noc1-2	.	-11%	-18%	0%
35	Cc1ccc(CN(C(=O)c2ccc(C(C)(C)C)cc2)c2ccccn2)o1	-9%	-22%	-17%	-4%

nr	TSG101-PTAP inh	GALK inhibitor	NTMT1 inhibitor
37	1%	-1%	-4%
34	-7%	0%	?
39	-3%	0%	?
32	-3%	3%	15%
33	-7%	-1%	7%
36	1%	6%	.
35	-1%	0%	-13%

New compounds follow.
nr	SMILES	FH mod	p53null 32C tox	p53null 39C tox	B2AR arrestin ag
41	COc1ccc(C2CC(=O)Nc3c2c(C)nn3-c2nncc(-c3ccc(C)cc3)n2)c(OC)c1OC (configuration not stated)	?	1%	5%	-3%
42	O=C(CCc1nc2cccnc2n1Cc1cccs1)Nc1cccc(Cl)c1	-19%	-5%	19%	-1%
43	CN(Cc1ccccc1)c1ccc(-c2nc(-c3ccncc3)no2)cc1[N+](=O)[O-]	-13%	-2%	-4%	1%
44	CC(C)c1ccc(OC(=O)c2cc(-c3ccccc3)on2)cc1	0%	4%	3%	-4%
45	Cc1cc(C)cc(NC(=O)c2cc(S(=O)(=O)N3CCCC3)ccc2F)c1	-15%	-4%	0%	2%
46	COc1ccc(NC(=O)CC2C(=O)N(c3ccc(C)cc3)C(=O)N2C2CCCCC2)cc1 (configuration not stated)	-1%	1%	?	1%
47	O=C(Nc1ccc2nc(SCC(=O)N3CCc4ccccc43)sc2c1)c1ccc(F)cc1	-4%	-10%	?	-3%
48	Cc1csc2nc(COC(=O)c3ccccc3NC(=O)c3cccc(Br)c3)cc(=O)n12	-2%	1%	10%	0%
49	Cc1ccc(CSC2=Nc3ccccc3C3=NC(CC(=O)NCc4cccs4)C(=O)N23)c(C)c1 (configuration not stated)	-12%	42%[activator]	-4%	7%
50	COc1ccc(-n2c(=O)c3c4c(sc3n(C)c2=O)CN(C(C)=O)CC4)cc1	2%	-10%	-20%	0%
51	CCc1nn2c(=O)cc(COC(=O)c3ccc(NC(=O)COc4ccccc4C)cc3)nc2s1	?	-6%	30%	0%
52	CCn1cc(C(=O)NCc2ccccc2)c(=O)c2cc(S(=O)(=O)N3CCOCC3)ccc21	-3%	3%	-10%	1%

nr	TSG101-PTAP inh	GALK inhibitor	NTMT1 inhibitor
41	-1%	1%	3%
42	-3%	-10%	-2%
43	2%	-2%	-3%
44	8%	2%	17%
45	-9%	-1%	4%
46	-7%	8%	2%
47	0%	-1%	0%
48	-3%	0%	-1%
49	6%	0%	8%
50	0%	1%	3%
51	-2%	-2%	11%
52	-3%	-2%	?
